Source: PubChem BioAssay
CHRM4 PAM: positive allosteric modulators of human muscarinic M4 receptor; CHO-K1 hM4/Gqi5, Fluo-8 calcium fluorescence, ACh EC20; 0% = ACh EC20, 100% = maximal ACh; P08173; activation, % at 3 µM; 360,000 compounds, 0.4% hits;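 active = activation above its plate's cutoff, the mean activation of sample wells plus 3 SD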; also: some results filed as inactive read as strong as hits
Target sequence (P08173 whole entry, looked up): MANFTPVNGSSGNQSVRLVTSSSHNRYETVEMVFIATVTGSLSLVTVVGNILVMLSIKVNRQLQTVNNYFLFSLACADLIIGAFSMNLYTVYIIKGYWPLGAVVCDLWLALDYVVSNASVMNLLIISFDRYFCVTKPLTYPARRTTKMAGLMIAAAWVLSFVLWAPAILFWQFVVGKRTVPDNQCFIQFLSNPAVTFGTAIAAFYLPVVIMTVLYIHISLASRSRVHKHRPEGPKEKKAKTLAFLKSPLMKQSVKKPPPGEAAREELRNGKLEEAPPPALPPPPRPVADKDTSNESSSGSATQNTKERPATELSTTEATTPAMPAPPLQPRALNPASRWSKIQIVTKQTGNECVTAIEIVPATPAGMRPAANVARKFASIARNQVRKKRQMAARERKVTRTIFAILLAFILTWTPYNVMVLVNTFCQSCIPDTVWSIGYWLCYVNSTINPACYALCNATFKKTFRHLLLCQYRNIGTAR
M1 antag: antagonists of human M1 muscarinic receptor. P11229. CHO-K1 hM1, Fluo-8 calcium fluorescence, ACh EC80 antagonist. inhibition, % at 3 µM. 360,000 compounds, 1.3% hits. AID 588852;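 active = percent inhibition above its own plate's cutoff, namely the mean of that plate's compound wells plus 3 SD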;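 also: peak over basal fluorescence ratio during 140 s after agonist addition; 0% = ACh EC80 plus DMSO and 100% = DMSO alone without agonist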
M1 PAM: positive allosteric modulators of human M1 muscarinic receptor. P11229. CHO-K1 hM1, Fluo-8 calcium fluorescence, ACh EC20; 0% = ACh EC20, 100% = maximal ACh. activation, % at 3 µM. 360,000 compounds, 0.088% hits. AID 588819; in the data active = activation above about 19%, passing the limit was not always enough
CHRM5 PAM: positive allosteric modulators of human muscarinic M5 receptor; P08912; CHO-K1 hM5, Fluo-8 calcium, ACh EC20 PAM; 0% = ACh EC20, 100% = ACh EC100; activation, % at 3 µM; 360,000 compounds, 0.3% hits;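 active = activation above the run cutoff, the mean activation of all test compounds plus 3 SD, cut at about 18% in these data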
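Replicates: One well per compound, no replicates | System: Human M5 receptor in CHO-K1 cells | Benchmarks: Low control EC20 acetylcholine (0%), high control EC100 acetylcholine (100%) | Probe or stimulus: Acetylcholine, EC20 level | Times: Fluo-8 loading 80 min at 37 °C plus 30 min room temperature | Signal: Intracellular calcium via Fluo-8 fluorescence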
CHRM4 agonist: CHRM4 agonism in calcium assay; 360,000 compounds, 0.14% hits; P08173; CHO-K1 hM4/Gqi5, Fluo-8 calcium fluorescence; vehicle 0%, full acetylcholine response 100%; activation, % at 3 µM;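 active = activation above the run mean over all test wells plus 3 SD, cut at about 32% in these data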;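 also: peak over basal fluorescence ratio per well then scaled between controls; 0% = DMSO wells and 100% = acetylcholine at EC100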
CHRM5 agonist: CHRM5 agonism in calcium assay; P08912; CHO-K1 hM5 cells, Fluo-8 calcium fluorescence; 0% DMSO wells, 100% maximal acetylcholine response; activation, % at 3 µM; 360,000 compounds, 0.19% hits;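 active = activation above the run's mean over test compounds plus 3 SD, cut at about 23% in these data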;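 also: signal is peak over basal fluorescence ratio across the kinetic read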
M5 antag: antagonists of human muscarinic M5 receptor (CHRM5); inhibition, % at 3 µM; CHO-hM5 cells, Fluo-8 calcium fluorescence, ACh EC80; 360,000 compounds, 0.59% hits;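 active = inhibition above a per-plate cutoff, the mean of that plate's test compounds plus 3 SD, cut at about 27% in these data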;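 also: 0% = acetylcholine EC80 with DMSO and 100% = DMSO without agonist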
CHRM4 antagonist: CHRM4 antagonism in calcium assay | CHO-hM4 cells, ACh EC80, Fluo-8 calcium fluorescence | AID 624125 | 360,000 compounds, 0.73% hits | P08173 | inhibition, % at 3 µM;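 active = inhibition above its plate's cutoff, the mean inhibition of sample wells plus 3 SD, cut at about 27% in these data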;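 also: 0% = acetylcholine EC80 with DMSO and 100% = DMSO without agonist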
CRFBP-R2 agonist: CRF-BP/CRF-R2 complex agonism; 350,000 compounds, 0.46% hits; AID 588473; activation, % at 13.2 µM; HEK293 CRF-R2/CRF-BP, calcium dye fluorescence (FLIPR); percent of saturating CRF peptide response;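 active = activation of at least 50%, plus an integration ratio under a set limit after plate pattern correction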;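 also: plate controls were neutral control wells without compound for no effect and CRF at EC100 for full effect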
* hit, by the source's call; / = no result given. Compounds were not picked by outcome. About 2.8% of those tested had a hit in this group.

#	smiles	CHRM4 PAM	M1 antag	M1 PAM	CHRM5 PAM	CHRM4 agonist	CHRM5 agonist	M5 antag	CHRM4 antagonist	CRFBP-R2 agonist
1	CCOC(=O)CSc1nc(-c2ccccc2)ns1	-1	-14	11	9	0	-5	0	-5	-3.4
2	CC(C)NC(=O)c1cccc2c1-c1ccccc1C2=O	-2	-15	6	-3	0	1	2	6	-0.9
3	Cc1[nH]n(-c2ccccc2)c(=O)c1/C=C1\C=NN=C1c1ccccc1	-20	-11	9	-5	8	3	10	11	0.4
4	O=C(Cc1ccc(NC2=NC3CS(=O)(=O)CC3S2)cc1)Nc1ccc(F)cc1 (centres undefined)	3	-6	1	0	0	1	1	-5	7.6
5	Cn1c(=O)n(C)c2cc(/C=N/NC(=S)NCc3ccccc3)ccc21	-7	15	-10	-11	8	1	7	4	-1.4
6	CCOCCCNC(=O)C(c1ccc(Cl)cc1)N1CCN(C(=O)c2ccco2)CC1 (centres undefined)	1	-3	9	6	1	0	-7	-1	-0.2
7	CN(C)C=Nc1c(Br)cc(Br)c2nonc12	-1	14	-19	-14	12	24*	15	4	109*
8	O=C(O)/C=C/c1coc2ccccc2c1=O	0	-4	2	6	0	-1	-11	2	-2.4
9	Cc1ccc(C)c(OCC(=O)NC(Cc2c[nH]c3ccccc23)C(=O)O)c1 (centres undefined)	5	-13	13	-3	0	-4	-7	-4	-1.1
10	Cc1cc(C)c(S(=O)(=O)N2CCN(C(=O)CC(C)n3nc(C)nc3C)CC2)c(C)c1 (centres undefined)	3	-4	6	-4	1	0	4	4	1.3
11	O=C(NC1CCS(=O)(=O)C1)c1cccc(Br)c1 (centres undefined)	-9	7	-3	-1	-1	-2	-2	16	-1.0
12	O=C(Cc1cccc2ccccc12)NC(NC(=S)Nc1ccccc1Cl)C(Cl)(Cl)Cl (centres undefined)	-6	18	-8	-16	10	6	15	-2	0.0
13	Cc1ccc(C(C(=O)NCc2ccccc2)N(C(=O)c2csnn2)C2CC2)cc1 (centres undefined)	-3	-8	2	-3	2	-2	3	3	1.6
14	CC(=O)Nc1ccc(S(=O)(=O)Nc2cccc(N(C)S(C)(=O)=O)c2)cc1	9	-12	6	3	0	-4	1	-1	1.6
15	O=C(Nc1nc([C@@H]2O[C@H](CO)[C@@H](O)[C@H](O)[C@H]2O)cs1)NC(c1ccccc1)c1ccccc1	4	-2	1	-6	1	1	9	-9	/
16	COc1cccc(C(=O)NCC(c2ccco2)N2CCc3ccccc3C2)c1 (centres undefined)	1	-8	3	2	2	1	2	-4	0.3
17	CCCCc1[nH]c(=O)c(C#N)c2c1CCCC2	17	4	3	7	-1	0	-2	-4	-0.4
18	O=C(/C=C/Nc1ccc(S(=O)(=O)Nc2cnc3ccccc3n2)cc1)c1cccnc1	15	-10	6	-1	1	-3	-1	-15	-1.9
19	COC(=O)c1ccc(CNC(=O)COC(=O)CCC(=O)c2ccc(F)cc2)cc1	-3	-15	10	0	-1	0	3	0	-0.7
20	CC(C)=NOCC(=O)Nn1c(COc2c(C)cccc2C)nc2ccccc2c1=O	0	-21	17	-2	4	-2	6	-6	-0.5
21	O=C(NC(=S)Nc1ccc2[nH]c(=O)[nH]c2c1)c1ccccc1Cl	-1	-6	4	0	-2	-1	1	4	-0.4
22	Cc1ccc(CN2C(=O)C(F)(F)Oc3ccc(C)cc32)cc1	1	-22	6	-3	-1	-1	5	5	/
23	CC(=O)Nc1cccc(Oc2nc(NCC3CC3)nc3ccsc23)c1	-3	4	-2	-5	11	4	-1	-8	/
24	CNC(=O)NC(=O)CN1C(=O)NC2(CCOc3ccccc32)C1=O (centres undefined)	-2	7	-1	-1	1	-2	13	7	-0.3
25	CC(C)C[C@@H]1COc2cccc(N3CCN(Cc4ccccc4F)CC3)c2S(=O)(=O)N1	0	/	/	-8	22	1	0	-3	/
26	COc1ccc(/C=C(/NC(=O)c2ccccc2)C(=O)NC2CCS(=O)(=O)C2)cc1 (centres undefined)	-8	-3	5	1	0	2	3	5	-0.4
27	COc1ccc(/C=C/C(=O)Nc2ccccc2C(N)=O)cc1S(=O)(=O)N1CCOCC1	4	-12	14	-1	4	4	1	-18	-1.0
28	CCOC(=O)c1cnc(-n2nc(C)cc2C)nc1Nc1ccc(C)cc1	12	-12	17	-3	0	2	4	5	2.1
29	COCCN(CCOC)C(=O)N1CCOCC1	7	-9	14	11	0	4	-8	-5	1.9
30	CC(C)c1ccc(NNC(=O)C2CCC2)cc1	-1	-12	11	7	1	5	-4	-5	-0.4
31	Cc1cc(C)cc(C(=O)Nc2cc3c4c(c2)CC(=O)N4CCC3)c1	0	-2	6	6	0	-2	-4	-19	-5.3
32	CCN(CC)c1ccc(/C=C2\SC(=O)N(C(C)C)C2=O)o1	-3	5	4	-2	4	0	17	41*	44
33	COC(=O)C[C@H]1C[C@H]2c3cc(NC(=O)C4CCC4)ccc3O[C@H]2[C@H](CO)O1	2	-7	3	0	1	-1	9	-8	-0.9
34	Cc1cccc(C(=O)OC2CCN(C)CC2)c1	-4	1	2	-4	0	-10	2	0	3.0
35	CCOc1ccc(CN(C)C(=O)c2cccnc2SC)cc1OC	1	-5	8	10	3	2	1	-1	-1.1
36	O/C(=C\c1ccc2ccccc2n1)c1ccc(O)cc1O	-1	6	-2	4	6	4	4	-2	33
37	COCCNC(=O)c1ccccc1NS(=O)(=O)c1ccc(C)c([N+](=O)[O-])c1	13	-6	15	-3	0	0	0	-1	-1.9
38	Cc1ccc(S(=O)(=O)Nc2ccc3c(c2)c2c(n3S(=O)(=O)c3ccc(C)cc3)CCCC2=O)cc1	3	2	8	-5	0	-3	-2	-11	-0.1
39	Cc1ccc(NC(=O)c2ccccc2OCC(=O)Nc2ccccc2F)cc1S(=O)(=O)N(C)C	-11	17	-4	-47	20	1	23	14	6.4
40	COc1ccc(CNCc2cccn2C)cc1	0	-21	8	3	1	-5	7	-7	-0.9
41	O=S(=O)(Nc1ccc2c3c(cccc13)CC2)c1ccccc1	-2	-12	5	-4	1	-1	20	-3	0.2
42	CCc1c(C(=O)N2CCCN(C)CC2)csc1C	6	-16	15	13	0	-9	-24	-9	-2.1
43	CC(C)OCCCNC(=O)C(NC(=O)c1ccc(Cl)cc1)C(C)C (centres undefined)	4	-10	11	7	0	-2	6	1	2.4
44	COc1c(N)c2ccccc2[nH]c1=O	-1	-11	7	-3	0	-1	11	-8	-0.5
45	COc1ccc(-c2cc(C(=O)N(C)CC(=O)Nc3cccc(F)c3)c3ccccc3n2)cc1	-8	19	-8	-16	17	-1	20	13	2.0
46	O=[N+]([O-])c1ccc(-c2cn3c(n2)SCC3)cc1	-2	-4	2	-5	3	-1	-3	-6	-1.0
47	CC(C)c1cc(C(C)C)c(S(=O)(=O)NNC(=O)c2ccncc2)c(C(C)C)c1	-1	-10	10	1	1	-3	-3	3	0.3
48	CCOC(=O)N1CCN(C(=O)CSc2nnc(-c3cccc(OC)c3)o2)CC1	9	-25	5	9	1	0	-1	0	2.6
49	COc1ccc(CNc2nc3nc4c(c(=O)n3[nH]2)CCC4)cc1	9	-10	6	1	0	-1	-2	16	-2.6
50	CCOC(=O)c1c(C)[nH]c(C(=O)OCc2ccc(C)cc2)c1C	3	-9	4	-9	-2	-3	2	-14	-1.1
51	Cc1ccc(C(=O)N2C3C=CC(C3)C2(C(F)(F)F)C(F)(F)F)cc1 (centres undefined)	3	-3	2	-1	-2	-8	1	-2	0.1
52	O=C(Nc1cccnc1)OC1CCCC1	3	-9	9	3	1	-4	11	3	1.3
53	CCCN(Cc1cc2cccc(C)c2[nH]c1=O)S(C)(=O)=O	-1	-3	2	-3	0	2	-3	-1	0.3
54	COc1ccc(/C=N/NC2=NS(=O)(=O)c3ccccc32)cc1OC	4	-17	8	0	0	-4	3	-8	0.8
55	NC(=O)c1ccccc1NC(=O)CN1CCN(Cc2ccccc2)CC1	-7	-2	4	-8	11	-2	16	11	0.8
56	C=CCNC(=O)c1ccc(Sc2ccccc2)c([N+](=O)[O-])c1	3	-1	-1	2	0	-5	3	2	-2.0
57	CCC(=O)c1ccccc1OCCN1CCN(CC)CC1	2	-8	5	-4	1	-9	-4	-7	-0.1
58	O=C(NCCc1nc(-c2ccccc2)cs1)c1ccc(Br)cc1	8	-11	3	-3	0	-4	4	0	-1.6
59	CCOc1ccc(Nc2nc3c(c(=O)[nH]2)CCCC3)cc1	1	-17	9	9	0	-2	-2	-2	-1.0
60	CC(C)NC(=O)COC(=O)c1ccc(NS(=O)(=O)c2ccc3c(c2)OCCO3)cc1	14	6	5	-3	2	4	3	-5	-1.9
61	O=C1[C@H]2[C@@H](/C=C/c3ccccc3)N3C(=O)CN(CCO)C(=O)[C@@]3(Cc3ccccc3)[C@H]2C(=O)N1c1ccccc1	13	2	9	1	0	-2	16	-10	2.9
